AGP1 TOR yeast: modulators of TOR pathway AGP1-GFP in S. cerevisiae. S. cerevisiae AGP1-GFP multiplex flow cytometry, 3 h; GFP as percent of DMSO wells. GFP response vs DMSO, % at 10 µM. hit rate 0.02% among 320,000. AID 2066;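 active means GFP response relative to DMSO above a set limit, near screen average plus 3 SD, cut at about 150% in these data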;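 further: median GFP channel fluorescence of the gated AGP1 strain per well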
MEX-5 binding: C. elegans MEX-5 TCR-2 RNA binding activity; Q9XUB2; MEX-5/FITC-TCR2 RNA binding, fluorescence polarization; stronger effect = lower value; activity score (negative = inhibition of binding), % at 10 µM; hit rate 0.38% among 300,000;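 active means inhibition past about -25% in most replicates, and total fluorescence under double the plate's negative control median, limit read from the data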;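 further: 0% = DMSO and -100% = 5 µM competing unlabeled TCR2 RNA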
Target sequence (Q9XUB2 whole entry, looked up): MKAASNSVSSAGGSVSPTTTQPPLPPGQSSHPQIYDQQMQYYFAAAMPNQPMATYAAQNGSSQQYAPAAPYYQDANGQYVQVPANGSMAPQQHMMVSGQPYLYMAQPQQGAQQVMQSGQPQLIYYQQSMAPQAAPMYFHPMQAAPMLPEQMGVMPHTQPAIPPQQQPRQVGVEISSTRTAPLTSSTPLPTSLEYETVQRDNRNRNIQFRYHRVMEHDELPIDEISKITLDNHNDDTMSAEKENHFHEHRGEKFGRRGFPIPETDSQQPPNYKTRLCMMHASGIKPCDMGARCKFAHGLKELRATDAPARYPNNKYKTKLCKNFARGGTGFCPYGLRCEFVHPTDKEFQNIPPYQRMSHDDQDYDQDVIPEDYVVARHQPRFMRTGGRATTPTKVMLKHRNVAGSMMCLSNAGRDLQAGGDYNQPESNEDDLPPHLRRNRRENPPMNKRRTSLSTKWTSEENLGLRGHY
GRK2 inh: blocks RNA aptamer binding to human GRK2; P25098; bead flow cytometry, FAM-aptamer displacement from GRK2; inhibition of aptamer binding, % at 10 µM; hit rate 0.59% among 330,000; AID 488847;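 active means inhibition of aptamer binding above 40%, roughly 3 SD of noise, on plates passing a quality check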;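 further: median bead fluorescence of bound FAM aptamer so fluorescent compounds give negative values; no value below 0 was filed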
MCL1-BIM inh: MCL1-BIM-BH3 interaction inhibition (human) | Q07820 | GST-MCL1 / FITC-Bim-BH3 fluorescence polarization | inhibition, % at 10.9 µM | hit rate 0.68% among 320,000;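 active means inhibition above the mean inhibition of all tested compounds plus 3 SD, set per campaign, cut at about 40% in these data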;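 further: 0% = DMSO wells and 100% = unlabeled Bim-BH3 peptide control; higher means more loss of mP so more displacement of Bim peptide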
Bcl-xL primary: blocks human Bcl-xL binding to Bim BH3 peptide; Q07817; GST-Bcl-xL / FITC-Bim BH3 peptide fluorescence polarization; inhibition, % at 10.9 µM; hit rate 0.7% among 320,000;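 active means inhibition above the mean of all tested compounds plus 3 SD, cutoff set per campaign, cut at about 30% in these data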;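 further: 0% = DMSO wells and 100% = unlabeled Bim-BH3 peptide competitor; inhibitors lower millipolarization by displacing the labeled peptide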
VLA-4 inh: inhibition in a human VLA-4 binding assay; P13612; VLA-4 expressing cells, ligand binding flow cytometry; inhibition, % (about 7 µM as worked out from the volumes in the protocol); hit rate 0.2% among 330,000; AID 2557; in the data active means inhibition above about 50%
CIT2 TOR yeast: yeast TOR pathway CIT2-GFP modulation; GFP response vs DMSO, % at 10 µM; hit rate 0.065% among 320,000; S. cerevisiae CIT2-GFP strain, flow cytometry, 3 h; 100 means same as DMSO wells;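 active means GFP response relative to DMSO above a set limit, near the screen mean plus 3 SD, cut at about 150% in these data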;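 further: ratio of well median GFP fluorescence to mean of DMSO wells on the plate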
GLD-1 RNA inh: GLD-1-TGE RNA interaction inhibition (C. elegans). Q17339. purified GLD-1 + fluorescein TGE RNA, fluorescence polarization. inhibition, % at 5.96 µM. hit rate 0.44% among 320,000;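 active means percent inhibition above a per-plate cutoff, the plate mean of test compounds plus 3 SD, cut at about 30% in these data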;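 further: 0% = DMSO wells with GLD-1 and probe and 100% = wells lacking GLD-1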
Target sequence (Q17339 whole entry, looked up): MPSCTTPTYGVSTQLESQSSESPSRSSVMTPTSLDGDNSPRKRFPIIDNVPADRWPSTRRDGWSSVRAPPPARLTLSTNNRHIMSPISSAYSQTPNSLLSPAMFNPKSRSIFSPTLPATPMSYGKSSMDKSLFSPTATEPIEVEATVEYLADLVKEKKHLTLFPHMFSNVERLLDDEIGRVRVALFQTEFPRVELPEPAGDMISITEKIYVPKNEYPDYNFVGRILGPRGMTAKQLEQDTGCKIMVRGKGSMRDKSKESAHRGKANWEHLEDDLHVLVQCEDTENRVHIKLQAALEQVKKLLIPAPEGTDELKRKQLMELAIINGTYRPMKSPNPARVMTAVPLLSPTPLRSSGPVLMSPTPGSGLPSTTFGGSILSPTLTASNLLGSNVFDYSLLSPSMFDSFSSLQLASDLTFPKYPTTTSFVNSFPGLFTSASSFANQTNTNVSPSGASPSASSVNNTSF
Fam108B inh: Fam108B inhibition, counter-screen for RBBP9 inhibitors; recombinant Fam108B, FP-Rh probe fluorescence polarization; AID 1947; inhibition, % at 9.51 µM; hit rate 0.33% among 300,000;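 active means inhibition above the screen mean inhibition plus 3 SD, computed separately per campaign, cut at about 18% in these data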;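 further: inhibitors lower polarization as less probe binds the enzyme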
Numbers without * were called inactive; / = not tested or not shown.

SMILES | AGP1 TOR yeast | MEX-5 binding | GRK2 inh | MCL1-BIM inh | Bcl-xL primary | VLA-4 inh | CIT2 TOR yeast | GLD-1 RNA inh | Fam108B inh
O=C(NNC(=S)NC(=O)c1ccccc1[N+](=O)[O-])c1ccc(Cl)cc1Cl | 103.0 | -8.9 | 0.0 | 12.7 | 9.8 | 3.4 | 99.3 | 1.6 | 0.6
Cc1ccc(N=CC2=C(O)CC(C)(C)CC2=O)nc1 | 93.8 | 5.2 | 3.0 | -1.6 | 4.9 | 19.0 | 88.0 | -4.8 | -3.9
Cc1cccc(C(=O)OC(C)C(=O)NCC2CCCCC2)c1O (centres undefined) | 105.3 | / | 15.0 | 11.6 | 10.6 | 4.1 | 102.0 | -1.6 | /
CC1(C)CC2CC(C)(CN2C(=O)Cc2ccccc2)C1 (centres undefined) | 97.5 | 0.6 | 3.0 | -2.6 | 0.7 | -3.5 | 96.4 | 1.3 | -5.4
Fc1ccccc1Nc1nc(-c2ccncc2)nc2ccccc12 | 87.3 | -1.2 | 0.0 | -7.6 | 4.8 | -3.8 | 100.5 | -5.3 | -0.3
Cc1cc(NC(=O)C(C)SCC(=O)Nc2ccccc2C(C)(C)C)no1 (centres undefined) | 106.4 | 0.5 | 0.0 | -7.6 | 1.6 | 7.8 | 105.2 | 2.6 | -2.0
CCOC(=O)CC(=O)c1cc(OC)c(OC)c(OC)c1 | 86.5 | 0.2 | 2.0 | 0.8 | 3.6 | 2.0 | 82.9 | -3.0 | -0.2
CCC1(CC)Cc2ccccc2C(C2=C(O)CC(C)(C)CC2=O)=N1 | 91.0 | -1.9 | 4.0 | -0.8 | -0.9 | 5.8 | 101.3 | 6.1 | 4.0
CC(C)CCN(C(=S)Nc1cccc(F)c1)C1CCN(C(C)C)CC1 | 119.6 | 1.6 | 2.0 | 3.3 | 4.3 | 1.8 | 115.2 | 2.1 | 0.0
CCc1ccc(-c2cc(C)no2)cc1S(=O)(=O)Nc1cc(C)ccn1 | 104.0 | -1.3 | 0.0 | 9.5 | 4.6 | 5.2 | 97.8 | 3.1 | -2.1
CC(C)(CO)Nc1nc(N2CCCC2)nc(N2CCCC2)n1 | 104.5 | 1.4 | 1.0 | 0.1 | 7.5 | 7.1 | 101.2 | 1.7 | 3.0
CCOC(=O)c1c(CSC(=N)N)n(-c2ccc(C)cc2)c2cc(Br)c(OC(C)=O)cc12 | / | -0.8 | 1.0 | 4.1 | 5.7 | -10.9 | 100.3 | 2.1 | -0.4
O=C(NCc1cccnc1)C(=O)Nc1cc2c3c(c1)CC(=O)N3CCC2 | 80.6 | -0.7 | 1.0 | 0.6 | 0.0 | 4.0 | 89.0 | 2.8 | -0.8
Cc1cc(C(F)(F)F)nn1Cc1n[nH]c(=S)n1-c1cccc(Cl)c1 | 101.0 | 1.3 | 0.0 | -9.2 | -10.0 | 12.2 | 101.0 | 9.5 | 0.3
CC(C)c1nnc(NC(=O)CCC(=O)Nc2ccc3cn[nH]c3c2)s1 | / | -1.3 | 2.0 | 0.5 | 5.4 | 4.8 | / | 9.3 | 2.7
COC(=O)CNc1nc(Cl)nc(Nc2ccc(Cl)cc2)n1 | 99.6 | 1.7 | 0.0 | -0.5 | 2.7 | -4.8 | 87.5 | -0.8 | -17.9
CNC(=O)COC(=O)/C=C/c1cccc(F)c1 | 126.5 | -0.5 | 7.0 | -5.7 | 9.5 | 1.3 | 102.5 | -3.4 | -1.5
CCOc1ccc(/C=C2\SC(=S)N(CCC(=O)Nc3ccc(C(=O)O)cc3)C2=O)cc1 | 132.1 | -1.4 | 0.0 | 9.4 | 5.0 | 8.1 | 104.8 | 3.3 | 2.9
O=C(Nc1ccc2c(c1)CCC2)c1cc(F)cc(F)c1 | 82.1 | / | 0.0 | 3.4 | 2.3 | -2.4 | 74.9 | 2.6 | /
O=C(c1ccc(S(=O)(=O)N2CCCCC2)cc1)N1CCN(c2ccccc2F)CC1 | 103.8 | -0.2 | 2.0 | -5.8 | -0.2 | 3.8 | 108.3 | 1.3 | -7.6
O=C(CN1CCOCC1)N/N=C/c1ccc(-c2ccc(Br)cc2)o1 | 104.4 | -5.4 | 0.0 | -18.1 | -17.2 | 1.8 | 96.0 | 2.4 | 0.0
COc1cccc(CNC2CCCCCCC2)c1OC | 92.5 | -0.7 | 2.0 | 7.0 | 1.0 | 8.2 | 98.4 | -7.1 | 1.6
COc1cccc(C(=O)NCC(c2cccs2)N2CCOCC2)c1 (centres undefined) | 105.6 | / | 1.0 | 4.9 | 3.8 | 8.7 | 103.3 | 2.7 | /
CCC(C)NC(=O)CN1C(=O)C(CC)Sc2ccccc21 (centres undefined) | 102.4 | -0.7 | 0.0 | 6.9 | 3.1 | 4.0 | 103.3 | 7.6 | 1.6
C=CCNC(=O)CN(c1ccc(F)c(Cl)c1)S(C)(=O)=O | 101.7 | -5.1 | 0.0 | -1.8 | 2.1 | -6.3 | 99.3 | -2.9 | 0.4
CSc1ccc(C(=O)C2CCCN(C(=O)c3cc(C)n(C)n3)C2)cc1 (centres undefined) | 103.8 | 1.7 | 0.0 | 0.6 | 0.1 | 20.0 | 98.8 | -4.3 | 1.9
CC(=O)C1=C(c2ccccc2)OC(N)=C(C#N)C1c1ccccc1F (centres undefined) | 102.0 | -2.6 | 0.0 | -0.2 | 3.8 | -2.1 | 94.9 | -0.7 | 3.3
O=C(Cn1ncc2c(=O)oc3ccccc3c21)NCCN1CCN(c2ccccc2F)CC1 | 96.3 | 2.1 | 2.0 | 3.8 | 8.9 | -2.7 | 91.7 | -1.3 | 1.2
CN(Cc1ccccc1)S(=O)(=O)c1nnc(NC(=O)c2ccc(F)cc2)s1 | 98.1 | 2.7 | 0.0 | 2.7 | 4.6 | 3.6 | 90.5 | -0.8 | 0.3
COC(=O)C1C(=O)c2c([nH]c(C(=O)OC3CCCCCC3)c2C)CC1C (centres undefined) | 107.7 | -0.7 | 0.0 | -2.0 | 3.2 | -5.6 | 103.3 | 4.3 | 0.4
Cn1c(SCC(=O)NNC(=O)c2ccccc2Br)nnc1C(F)(F)F | 97.8 | / | 1.0 | -5.0 | -0.6 | -16.4 | 101.1 | 3.7 | /
O=C(OCC(=O)N1CCOCC1)c1ccc2c(c1)OCCO2 | 102.1 | -3.3 | 0.0 | -1.1 | 0.3 | 1.4 | 99.9 | 5.6 | -0.2
CCOc1ccc(-n2c(SCC(=O)Nc3ccc(OC)cc3)nc3c(c2=O)SCC3)cc1 | 101.5 | -1.5 | 1.0 | 0.5 | 6.5 | -7.7 | 98.0 | -9.5 | 10.3
COC(=O)c1cccc(C23CC4(C2)[C@H](CN(Cc2cccnc2)[C@@H]4c2ccccc2)C3c2ccccc2)c1 (some centres undefined) | 96.4 | 3.2 | 0.0 | -6.6 | 0.8 | 12.5 | 100.6 | -2.1 | -0.8
O=C(Nc1c[nH]c(=O)[nH]c1=O)c1cccc([N+](=O)[O-])c1 | 95.5 | 2.8 | 0.0 | / | / | -0.7 | 87.2 | / | /
O=C(c1ccc(Cl)c(S(=O)(=O)N2CCCCC2)c1)N1CCN(Cc2ccccc2)CC1 | 103.2 | 0.5 | 2.0 | 9.9 | 3.5 | 7.3 | 110.2 | -0.3 | -4.1
NC(=O)CN(c1ccc([N+](=O)[O-])cc1)S(=O)(=O)c1ccccc1 | 95.4 | 0.4 | 0.0 | -4.8 | 0.1 | 2.6 | 84.9 | 3.7 | 0.4
CC(C)N(Cc1nccn1C)C(=O)c1ccc(OC2CCN(C(=O)C3CC3)CC2)cc1 | 104.7 | -0.8 | 0.0 | -4.8 | -0.1 | 5.7 | 112.3 | -4.5 | 3.5
Cc1ccn2c(-c3csc(NCc4ccco4)n3)c(C)nc2c1 | 100.3 | 1.5 | 1.0 | 6.5 | 4.8 | -4.9 | 99.0 | 3.1 | 3.0
N#C/C(=C\c1ccccc1)C(=O)Nc1cccnc1 | 98.8 | -2.5 | 3.0 | 2.8 | -7.7 | 13.9 | 85.8 | 1.4 | 0.9
CC(OC(=O)Cc1ccccc1[N+](=O)[O-])C(=O)NC(=O)NC1CCCCC1 (centres undefined) | 104.3 | -0.3 | 0.0 | -2.4 | -2.4 | -5.7 | 105.6 | -6.4 | 2.6
CC(OC(=O)CNC(=O)c1ccc2ccccc2c1)C(=O)N(C)C1CCCCC1 (centres undefined) | 106.0 | 3.3 | 1.0 | -3.0 | -10.1 | -10.8 | 103.6 | 2.6 | -0.5
CCCCNC(=O)c1onc(CSc2cccc(OCC)c2)c1C(=O)O | 85.4 | 0.5 | 0.0 | 6.3 | 1.9 | -1.5 | 83.9 | -4.5 | -2.4
Cc1ccc(S(=O)(=O)NCc2nc3nc(C)cc(C)n3n2)c(C)c1 | 91.0 | -0.8 | 0.0 | -7.5 | -1.2 | -3.8 | 110.4 | -2.4 | 1.5
c1ccc(-c2cn3nc4c(nc3n2)CCCC4)cc1 | 88.8 | -36.8* | 0.0 | 130.0* | 112.0* | 9.0 | 99.0 | 90.8* | -5.3
C/C(=N\OCC(=O)OCC(=O)NCc1ccccc1)c1ccc2c(c1)OCO2 | 108.7 | 1.2 | 2.0 | -6.2 | -3.5 | 7.3 | 107.6 | 0.0 | 1.0
O=C(COC(=O)/C=C/c1ccc(Cl)cc1)NCCC1=CCCCC1 | 90.7 | -0.8 | 0.0 | -0.7 | 2.1 | 22.2 | 96.0 | 3.9 | -6.7
CN(CC(=O)Nc1ccccc1Cl)CC(=O)Nc1c(F)cccc1F | 95.1 | -1.0 | 1.0 | 5.6 | -1.3 | 13.0 | 88.6 | 8.4 | 1.0
COC(=O)c1c(-c2c(Cl)cccc2Cl)noc1NC(=O)NN1CCOCC1 | 105.4 | -0.9 | 3.0 | 2.9 | -0.3 | 0.6 | 104.8 | 2.9 | -0.8
Cn1cnnc1SCC(=O)Nc1ccccc1C(=O)NC1CC1 | 100.9 | -1.2 | 0.0 | -12.7 | 0.0 | 5.2 | 98.0 | -3.2 | -0.5
COCCSc1nnc(NC(=O)C2CC(=O)N(C3CCCC3)C2)s1 (centres undefined) | 102.5 | -2.6 | 0.0 | -3.3 | -0.5 | 6.2 | 97.1 | 0.0 | -0.9
O=c1oc(Cc2ccccc2)nc2ccccc12 | 92.9 | -0.9 | 2.0 | 2.8 | 5.7 | -105.2 | 100.7 | 2.8 | 2.5
Cc1ccc2c(c1)NC(=O)C(CC(=O)NCCCN1CCN(c3cc(C)ccc3C)CC1)O2 (centres undefined) | 102.1 | 1.3 | 0.0 | 4.8 | 0.5 | -19.2 | 100.8 | 6.0 | -1.7
COc1ccc(NC(=O)CN(C)C(=O)c2cc(C)on2)cc1 | 114.0 | -1.0 | 0.0 | -4.5 | 2.5 | 8.0 | 101.0 | -2.7 | -0.7
CCc1nnc(NC(=O)CSc2nnc(-c3ccccc3O)n2CC)s1 | / | -10.3 | 1.0 | 4.7 | 2.0 | -7.6 | 94.7 | 5.7 | 1.5
